Screening data: PubChem BioAssay, National Center for Advancing Translational Sciences (NCATS)
ELG1 repair inh: blocks ELG1-dependent DNA repair in HEK293T cells. HEK293T ELG1-luciferase reporter, luminescence, 16 h; DNA damage induced by 5-fluorouridine. Potency, µM (titrated, usually from 46.1 µM), for the others: at the top dose activity change, negative = inhibition, usual class: inhibitors. 330,000 tested, 2.3% active. AID 504467; also: potency is read from the fitted curve at half-maximal effect; % is scaled to controls: 0 for no effect and ±100 for the full control effect; nearly all actives have a fitted effect of over 55% in size
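Cells (2,000 per well) received 5-fluorouridine plus test compound or DMSO and were incubated 16 hr at 37 °C, 5% CO2. Luciferase activity was read by luminescence 30 min after ONE-Glo addition; signal suppression marked inhibition of damage-induced ELG1 function.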
TSG101-PTAP inh: blocks PTAP/TSG101 interaction to inhibit HIV-1 budding | Fluorescence polarization, FITC-PTAP peptide / Tsg101 binding | Potency, µM (series often up to 115 µM), for inactives: at the highest dose activity change, negative = inhibition, most hits filed as inhibitors | 340,000 tested, under 10 active | AID 493005; active = well fitted inhibition curve with a large enough effect in the main read-out, with a control signal flat, not every such curve was filed as active; inconclusive = small, poorly fitted or top-dose-only effect, or effect the other way, or a change in a side signal; inactive = no such curve, though single readings can be large or run the other way; also: potency is read from the fitted curve at half-maximal effect; % of control where 0% means no effect
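Compounds were pin-transferred onto Tsg101 binding domain (10 uM final) in HEPES pH 7.5 buffer, then FITC-PTAP peptide was added at 50 nM final. After 20 min at RT, polarization reported peptide displacement across a qHTS concentration series.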
TSHR antagonist: blocks TSH signaling through the human TSH receptor | TSHR-expressing cells, TSH-stimulated cAMP HTRF, 2 h; active compounds read low | activity change, negative = inhibition, % at 11.5 µM | 330,000 tested, 0.2% active | AID 504810;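 active = activity change below a set negative limit, meaning inhibition stronger than a set level, cut at about -70% in these data; inconclusive = activity change between two set negative limits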; also: % is scaled to controls: 0 for no effect and ±100 for the full control effect
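TSHR-expressing cells, 200/well, pre-treated with compound, then stimulated with EC80 TSH (4nM final) for 2 hours at 37 deg C. cAMP measured by competitive HTRF: anti-cAMP cryptate antibody in lysis buffer plus cAMP-d2, read after 30 minutes at room temperature.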
A-T KAP1 phos: potential ataxia-telangiectasia treatments restoring KAP-1 phosphorylation | […] A-T fibroblasts, KAP-1 phosphorylation AlphaLISA; neocarzinostatin DNA damage 30 min before lysis | Potency, µM (titrated, usually from 57.5 µM), for inactives: at the top dose activation, most hits filed as activators | 320,000 tested, 0.19% active | AID 485349; also: potency is read from the fitted curve at half-maximal effect; % of control where 0% means no effect; nearly all actives have a fitted effect of over 45% in size
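hTERT-immortalized A-T patient fibroblasts ([…]), 500 cells/well in OPTI-MEM, 1% FBS, got compounds for 60 min, then NCS for 30 min at 37C. Lysates were then assayed for phospho-KAP-1 by AlphaLISA (anti-pKAP1 donor, anti-KAP1 acceptor beads), 6 hr at 25C.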
Tb PFK inh: inhibitors of T. brucei phosphofructokinase; O15648; T. brucei PFK, ADP-Glo luminescence; Potency, µM (highest dose often 57.5 µM), inactives show at the highest dose activity, negative = inhibition, most hits filed as inhibitors; 330,000 tested, 0.17% active; AID 485367;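 also: potency is read from the fitted curve at half-maximal effect; 0% = uninhibited 1x PFK enzyme wells and -100% = no-enzyme wells; nearly all actives have a fitted effect of over 60% in size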
Target sequence (O15648 whole entry, looked up): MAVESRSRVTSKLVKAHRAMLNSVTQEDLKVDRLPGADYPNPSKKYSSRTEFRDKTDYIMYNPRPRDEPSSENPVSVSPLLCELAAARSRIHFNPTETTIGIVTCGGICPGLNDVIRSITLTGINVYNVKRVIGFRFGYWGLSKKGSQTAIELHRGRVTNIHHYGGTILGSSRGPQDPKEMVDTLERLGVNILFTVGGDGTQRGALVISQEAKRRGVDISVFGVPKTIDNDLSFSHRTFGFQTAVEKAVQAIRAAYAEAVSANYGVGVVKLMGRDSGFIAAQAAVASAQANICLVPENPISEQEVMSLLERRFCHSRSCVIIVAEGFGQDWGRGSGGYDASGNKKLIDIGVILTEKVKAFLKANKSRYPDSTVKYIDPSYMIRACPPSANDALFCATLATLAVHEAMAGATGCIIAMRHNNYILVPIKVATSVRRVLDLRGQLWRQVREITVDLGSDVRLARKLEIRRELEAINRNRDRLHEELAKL
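PFK 1.25 nM, F6P 0.5 mM, ATP 0.1 mM, 0.1 M TEA pH 8.0, 5 mM MgCl2, 0.01% Tween20, 0.1% BSA; 45 min RT. ADP-Glo readout. qHTS titration up to 57 uM; curves fitted, compounds curve-classed.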
Integrin act MD: integrin-mediated muscular dystrophy alleviation activation. AID 624291. 350,000 tested, 0.064% active. alpha7betagal myoblasts, beta-gal FDG fluorescence, 48 h. Potency, µM (series often up to 38.3 µM), inactives show at the highest dose activation, actives largely listed as activators;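 also: potency is read from the fitted curve at half-maximal effect; 100% = response of the positive control SU9516; nearly all actives have a fitted effect of over 60% in size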
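alpha7betagal+/- myoblasts (passage 13, 250/well) treated 48 h at 37C with compounds at 1:260 dilution of DMSO stock. Lysed, then beta-galactosidase activity read as FDG fluorescence (ex 480/em 540) after 30 min, with pre-read for autofluorescence.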
TCR act: T cell receptor activation; 330,000 tested, under 10 active; Potency, µM (series often up to 9.22 µM), inactives show at the highest dose activation of IL-2 secretion, usual class: activators; primary human leukocytes, anti-CD3, IL-2 HTRF, 48 h; also: % of control where 0% means no effect
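Activity was scored as IL-2 release from primary human leukocytes given only a TCR signal (a-CD3 beads) plus compound for 48 hr. Detection used a two-antibody HTRF format read at 665nm.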
BCR signal inh: blocks chronic active B-cell receptor signaling; ABC-DLBCL IkBa-CBG/CBR reporter, luminescence ratio, 4 h; Potency, µM (doses to about 46.1 µM), without a hit: at the highest dose ratio change, negative = lower green/red ratio, hits mostly inhibitors; 340,000 tested, 0.05% active; active = well fitted inhibition curve with a large enough effect in the signal ratio, with a control signal flat, not every such curve was filed as active; inconclusive = small, poorly fitted or top-dose-only effect, or effect the other way, or a change in a side signal; the % refers to the signal ratio;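 also: potency is read from the fitted curve at half-maximal effect; plate controls were basal doxycycline-induced cells for no effect and cells given 10 µM MG132 for full effect; MG132 reads +100%, hits lower the ratio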
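Concentration-response series (up to 46 uM) were applied to TMD8 dual-reporter cells for 4 h at 37C with doxycycline. Green/red ratio, after filter-overlap correction, defined %Activity; red signal alone was normalised to basal cells and zero luminescence.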
Eya2 phos inh: blocks the phosphatase activity of human Eya2; O00167; recombinant Eya2, OMFP fluorescence dephosphorylation (OMFP is methylfluorescein phosphate); Potency, µM (top dose mostly 76.9 µM), for the others: top-dose activity, negative = inhibition, most hits filed as inhibitors; 330,000 tested, 0.006% active; AID 488837; also: potency is read from the fitted curve at half-maximal effect; % is scaled to controls: 0 for no effect and ±100 for the full control effect
Target sequence (O00167 whole entry, looked up): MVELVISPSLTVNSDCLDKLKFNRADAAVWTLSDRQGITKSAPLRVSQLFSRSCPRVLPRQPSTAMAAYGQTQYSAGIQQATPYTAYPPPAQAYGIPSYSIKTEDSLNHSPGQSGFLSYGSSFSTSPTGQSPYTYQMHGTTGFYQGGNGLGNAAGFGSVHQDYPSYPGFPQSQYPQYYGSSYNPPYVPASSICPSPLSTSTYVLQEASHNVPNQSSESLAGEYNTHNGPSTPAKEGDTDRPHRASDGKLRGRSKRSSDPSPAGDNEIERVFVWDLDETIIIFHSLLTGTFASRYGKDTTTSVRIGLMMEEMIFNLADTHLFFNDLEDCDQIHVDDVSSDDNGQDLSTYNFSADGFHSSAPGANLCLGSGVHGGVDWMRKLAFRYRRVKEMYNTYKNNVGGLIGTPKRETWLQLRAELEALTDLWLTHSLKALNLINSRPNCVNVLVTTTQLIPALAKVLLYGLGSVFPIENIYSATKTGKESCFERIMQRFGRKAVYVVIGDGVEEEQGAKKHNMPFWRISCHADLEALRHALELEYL
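Eya2 (0.2 uM) preincubated 10 min at ambient with compound, then OMFP substrate added at 50 uM; 10 min reaction in 50 mM HEPES pH 7.5, 50 mM NaCl, 5 uM MgCl2, 0.05% BSA, 1 mM DTT. Fluorescence read at Ex 485/Em 525 nm.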
Mito fusion yeast: mitochondrial division inhibition or fusion activation. Potency, µM (series often up to 46.1 µM), without a hit: at the highest dose growth rescue (activation), usual class: activators. S. cerevisiae fusion-defective mutant growth rescue, CellTiterGlo 48 h. AID 485298. 320,000 tested, 0.23% active;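 also: potency is read from the fitted curve at half-maximal effect; % of control where 0% means no effect; nearly all actives have a fitted effect of over 45% in size; temperature-sensitive fusion mutants such as fzo1-1 at 37 °C on non-fermentable ethanol glycerol medium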
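Luminescent cell viability in 1536-well qHTS format served as the measure of rescued growth in ts fusion-mutant S. cerevisiae cultured on non-fermentable YPEG for 48 hours at 37C.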
ASM inhibitor: blocks human secretory acid sphingomyelinase | placental ASM, HMU-PC fluorogenic substrate, 60 min | Potency, µM (titrated, usually from 57.5 µM), without a hit: at the highest dose activity change, negative = inhibition, hits mostly inhibitors | 340,000 tested, 0.006% active | AID 504937; also: potency is read from the fitted curve at half-maximal effect
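Steps: dispense placental human ASM, pin compound, wait 10 min at room temperature, add HMU-PC0 substrate at 9 uM final, incubate 60 min at 37 °C, add stop solution raising pH to 10, read fluorescence.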
An asterisk follows results filed as active; u = inconclusive; x = no result given; & = joins results of further samples; [ ] = dose if it differs, or a comment. Unless noted, calls follow the shape of the dose curve; as a rule, active = well fitted curve in the direction sought with a large enough effect; inconclusive = small, poorly fitted or top-dose-only effect, or another doubt; inactive = no such curve, though single readings can be large; an effect the other way counts as inactive or inconclusive.

SMILES	ELG1 repair inh	TSG101-PTAP inh	TSHR antagonist	A-T KAP1 phos	Tb PFK inh	Integrin act MD	TCR act	BCR signal inh	Eya2 phos inh	Mito fusion yeast	ASM inhibitor
C[C@@]12CCC3[C@@](CCC4[C@@]3(C)CCC[C@@]4(C)C(=O)NCc3ccccc3)(CC1=O)C2 (stereo not given in full)	-12%	-6%	-5	1%	0%	-3%	0%	u	-5%	-52%[inhibitor]	-2%
Nn1c(SCC(=O)Nc2ccc(F)cc2)nnc1-c1cccnc1	11%	-3%	1	1%	-5%	-19%	-2%	u	17%	0%	1%
CN(Cc1ccccc1)C(=O)c1ccc(NC(=O)Cc2cccc([N+](=O)[O-])c2)cc1	0%	-7%	-18	7%	u	-8%	1%	-3%	-11%	x	4%
Cc1nc2ccccc2nc1SCC(=O)c1ccccc1	u	-2%	-24	8%	7%	-31%	-11%[46.1 µM]	3%	-2%	9%	-3%
O=C(O)CCN(CCC(=O)O)S(=O)(=O)c1ccccc1	3%	-5%	10	4%	2%	11%	x	-1%	4%	0%	3%
CCCNC(=O)CC(NS(=O)(=O)c1ccc(Cl)cc1)c1ccco1 (stereo not given)	-2%	0%	-3	5%	0%	3%	7%	-2%	-4%	-1%	-1%
CCOC(=O)C1(CCCc2ccccc2)CCN(C(=O)CCOC)CC1	-13%	-1%	7	-3%	3%	-8%	-90%	-17%	-13%	3%	-2%
CCOC(=O)C1(CCCc2ccccc2)CCN(C(=O)CN2CCOC2=O)CC1	-3%	-4%	-2	-2%	-2%	-46%[inhibitor]	9%	16%	2%	9%	-1%
COc1ccccc1-c1coc2cc(OC(=O)N3CCOCC3)ccc2c1=O	u	-9%	3	-2%	0%	-20%	3%	9%	-3%	2%	3%
CSc1nc(SCCO)c2sc3nc(-c4ccco4)c4c(c3c2n1)CC(C)(C)OC4	9%	-2%	6	0%	u	20%	5%	u	-24%	-3%	91%[activator]
CCn1c(SCc2ccc(F)cc2)nnc1-c1nn(-c2ccccc2)ccc1=O	-27%	-1%	-1	-2%	-3%	3%	0%	1%	-4%	2%	-1%
COc1ccc(CN(C(=O)c2ccco2)c2ccc(C)cc2)cc1OC	-25%	-8%	6	2%	1%	-15%	2%	u	1%	3%	-4%
O=C(CSc1nnc2c(n1)[nH]c1ccc(F)cc12)Nc1ccccc1F	0%	-7%	-20	-7%	3%	u	-3%	2%	1%	3%	-1%
Cc1cccc(O)c1C	12%	-3%	7	-38%[inhibitor]	8%	10%	-7%	0%	14%	x	-2%
CCOC(=O)C1=C(c2ccccc2)N=C2SCC(=O)N2C1c1ccc(O)c(OC)c1 (stereo not given)	u	-2%	-6	-7%	0%	20%	0%	-1%	-7%	2%	4%
CCn1c(SCC(=O)NC2CC2)nnc1-c1ccccc1OC	3%	-8%	5	4%	-5%	43%	-6%	-1%	-10%	1%	0%
O=C(CSc1nc(-c2ccccc2)c(-c2ccccc2)[nH]1)Nc1ccc2c(c1)OCO2	2%	-3%	-1	3%	7%	7%	-11%[46.1 µM]	5%	-15%	1%	x
CCN1C(=O)/C(=C2/C=Cc3ccccc3N2C)OC1=S	u	u	5	1%	0%	-6%	-2%	0%	7%	0%	-3%
CN(C(=O)Nc1cnc2ccccc2c1)c1ccccc1	u	-4%	-14	2%	2%	2%	-3%	2%	3%	2%	4%
Cc1ccc(SCc2ccc(C(=O)Nc3ccccc3C(=O)NC(C)C)cc2)cc1	9%	-1%	17	-3%	5%	-17%	1%[46.1 µM]	10%	-7%	0%	-8%
O=S(=O)(c1ccc(-c2csc(Nc3ccc(Br)cc3)n2)cc1)N1CCCC1	19%	-1%	-18	6%	-2%	-9%	15%[46.1 µM]	4%	6%	6%	10%
CCCCOc1ccc(NC(=O)C(=O)NCCC2=CCCCC2)cc1	3%	-4%	10	-4%	-5%	7%	8%	-13%	0%	-1%	1%
O=C1Cc2cc(S(=O)(=O)N3CCCCC3)ccc2N1	15%	-2%	-7	2%	-1%	-10%	6%	-22%	-7%	0%	0%
CCc1ccc(NC(=O)CSc2nc(CSc3ccc(C)cc3)cc(=O)[nH]2)cc1	0%	-5%	-4	25%	2%	-10%	3%	0%	-9%	2%	3%
Cc1ccc2cc(C)c(SCC(=O)NCc3ccco3)nc2c1	5%	0%	-5	3%	-3%	5%	1%	u	-17%	1%	-3%

Additional compounds follow:
SMILES	ELG1 repair inh	TSG101-PTAP inh	TSHR antagonist	A-T KAP1 phos	Tb PFK inh	Integrin act MD	TCR act	BCR signal inh	Eya2 phos inh	Mito fusion yeast	ASM inhibitor
COc1cccc(NC(=O)c2ccccc2OCc2c(C)noc2C)c1	1%	-1%	1	5%	0%	10%	9%	u	2%	24%	3%
CC(Sc1nc(N)cc(=O)[nH]1)C(=O)Nc1nc2c(s1)CCCC2 (stereo not given)	14%	0%	-5	5%	3%	-10%	13%	2%	-4%	0%	0%
COCCN(C(=O)COC(=O)c1ccc(C)o1)c1c(N)n(Cc2ccccc2)c(=O)[nH]c1=O	19%	1%	-3	-7%	5%	13%	-26%	2%	-5%	-1%	1%
COc1cccc(-c2c(-c3cc(OC)cc(OC)c3)n(C)c3ccc(-c4cccc5[nH]ccc45)cc23)c1	10%	-2%	37	18%	-1%	16%	-5%	u	12%	6%	12%
COc1cccc(N2CC(O)Cn3c2nc2c3c(=O)n(CCCc3ccccc3)c(=O)n2C)c1 (stereo not given)	23µM*	0%	-12	-3%	5%	18%	-4%	0%	17%[15.4 µM]	5%	-2%
Cc1ccc(-c2nc(CS(=O)CC(=O)N3CCN(c4ncccn4)CC3)c(C)o2)cc1 (stereo not given)	u	-10%	-8	15%	0%	-15%	9%	u	-3%	-3%	0%
COc1ccc(N(CC(=O)Nc2ccc(C)c(C)c2)S(=O)(=O)c2c(C)n[nH]c2C)cc1	u	-7%	4	2%	1%	13%	1%	3%	-6%	1%	8%
CN(C)CCOC(c1ccc(Cl)cc1)c1ccccn1 (stereo not given)	-8%	-2%&3%	4	4%	3%	x	0%&0%	5%	5%	1%	4%&2%
CCCCOc1ccc(C(=O)NCC(=O)NNC(=O)C2COc3ccccc3O2)cc1 (stereo not given)	12%	-4%	0	-7%	2%	5%	-4%	1%	-11%	3%	-4%
Cc1cccc(C)c1N(CC(O)Cn1c2ccccc2c2ccccc21)S(C)(=O)=O (stereo not given)	-13%	x	24	2%	0%	-46%[inhibitor]	x	u	-21%	23%	-20%
O=C(Nc1cccc(C(F)(F)F)c1)c1ccc(N2CCNCC2)c([N+](=O)[O-])c1	u	-3%	14	-5%	0%	-70%[inhibitor]	1%	0%	-7%	2%	-21%
NC(=O)c1cc([N+](=O)[O-])c(Cl)cc1NCc1ccncc1	13%	x	-12	3%	-3%	-12%	2%	-1%	21%	-2%	1%
Cc1ccc(-c2ccc(C(=O)NCc3ccccc3)o2)c2ccccc12	0%	-2%	-2	-11%	9%	-11%	4%	0%	4%	20%	34%[activator]
CCOC(=O)c1ccc(NS(=O)(=O)c2cc3c4c(c2)CCN4C(=O)CC3)cc1	7%	-2%	-13	-7%	5%	-21%	-1%	4%	15%	-2%	-1%
O=C(O)Cn1c(=O)c2cccn2c2ccccc21	3%	-1%	-2	8%	19%	16%	-11%	u	-9%	3%	7%
CCN(CC)C(=O)c1cccc(NC(=O)C2CCN(C(=O)c3cccs3)CC2)c1	2%	0%	-7	13%	-14%	-3%	2%	-12%	6%	x	3%
CCOc1cc(N2CCOCC2)c(OCC)cc1NC(=O)c1ccc2ncsc2c1	u	-5%	12	-16%	-1%	4%	x	u	-22%	2%	-2%
Cc1ccc(Cn2c(=O)c3c(ncn3C)n(C)c2=O)cc1	13%	0%	6	-6%	-5%	11%	x	2%	-8%	0%	0%
CC(C)[C@@H]1NC(=O)c2cc([N+](=O)[O-])cc(F)c2NCCC[C@@H](C(N)=O)NC(=O)[C@H](CO)NC1=O	11%	x	26	x	4%	x	x	0%	8%	-2%	x
